Screens: PubChem BioAssay, The Scripps Research Institute Molecular Screening Center
PAD4 inh: inhibitors of human PAD4; Q9UM07; recombinant PAD4, RCA probe fluorescence polarization; inhibition, % at 6.36 µM; hit rate 0.41% among 330,000; AID 485272;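 active = percent inhibition above a cutoff equal to the mean of all tested compounds plus 3 SD, cut at about 15% in these data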;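 note: 0% = PAD4 with RCA probe and DMSO and 100% = probe without PAD4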
PAFAH1B2 FP inh: PAFAH1B2 (human) inhibition. recombinant PAFAH1B2, FP-rhodamine activity probe, fluorescence polarization. AID 492953. inhibition, % at 3.39 µM. hit rate 1.2% among 340,000. P68402;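 active = inhibition above the mean of all tested compounds plus 3 SD, cut at about 24% in these data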;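 note: 0% = enzyme with DMSO and 100% = wells lacking PAFAH1B2; many of its hits are not listed in these tables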
Target sequence (P68402 whole entry, looked up): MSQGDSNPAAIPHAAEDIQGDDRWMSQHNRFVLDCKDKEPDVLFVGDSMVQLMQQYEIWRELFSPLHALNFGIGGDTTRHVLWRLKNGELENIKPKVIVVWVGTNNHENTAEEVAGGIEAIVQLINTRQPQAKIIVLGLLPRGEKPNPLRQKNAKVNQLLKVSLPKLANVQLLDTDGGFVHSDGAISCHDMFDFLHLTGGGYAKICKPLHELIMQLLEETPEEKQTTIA
pPAFAH inh: inhibitors of human plasma PAF acetylhydrolase (pPAFAH); Q13093; recombinant pPAFAH, FP-rhodamine probe fluorescence polarization; inhibition, % at 3.39 µM; hit rate 1.5% among 330,000; AID 463082;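 active = inhibition above the mean inhibition across the screen plus 3 SD, cut at about 25% in these data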;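 note: inhibitors block binding of the rhodamine activity-based probe so polarization drops; 0% = enzyme with DMSO and 100% = wells lacking pPAFAH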
GSTO1 inh: blocks human GSTO1 in RBBP9 counter-screen. P78417. recombinant GSTO1, activity-based probe fluorescence polarization. inhibition, % at 5.96 µM. hit rate 1.1% among 300,000;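 active = inhibition above the campaign mean inhibition plus 3 SD, cut at about 35% in these data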;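 note: 0% = GSTO1-1 with DMSO and 100% = wells lacking GSTO1-1 enzyme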
Target sequence (P78417 whole entry, looked up): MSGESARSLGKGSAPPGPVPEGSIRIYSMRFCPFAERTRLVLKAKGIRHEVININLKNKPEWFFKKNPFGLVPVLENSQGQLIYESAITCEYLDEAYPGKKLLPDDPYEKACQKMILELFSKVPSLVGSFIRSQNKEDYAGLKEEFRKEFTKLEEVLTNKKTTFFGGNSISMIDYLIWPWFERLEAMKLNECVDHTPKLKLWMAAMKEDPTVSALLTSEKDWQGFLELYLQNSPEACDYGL
PAFAH2 inh: PAFAH2 (human) inhibition; Q99487; recombinant PAFAH2, FP-rhodamine activity probe, fluorescence polarization; inhibition, % at 3.39 µM; hit rate 0.99% among 340,000; AID 492956;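 active = inhibition above the mean over all tested compounds plus 3 SD, cut at about 30% in these data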;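 note: inhibitors block probe labeling of enzyme so polarization drops; 0% = enzyme with DMSO and 100% = wells lacking PAFAH2 protein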
LYPLA1 counter: LYPLA1 (human) inhibition in PME1 counter-screen; O75608; recombinant LYPLA1, FP-Rh probe fluorescence polarization; inhibition, % at 5.9 µM; hit rate 0.16% among 320,000; AID 2174;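 active = inhibition above the mean of all tested compounds plus 3 SD, set per campaign, cut at about 14% in these data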;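 note: inhibitors block serine hydrolase probe labeling of LYPLA1 so polarization falls; 0% = enzyme with DMSO and 100% = wells lacking LYPLA1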
Fam108B inh: counter-screen for RBBP9 inhibitors: inhibitors of mouse Fam108B | hit rate 0.33% among 300,000 | recombinant Fam108B, FP-Rh probe fluorescence polarization | inhibition, % at 9.51 µM | AID 1947;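 active = inhibition above the screen mean inhibition plus 3 SD, computed separately per campaign, cut at about 18% in these data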;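 note: inhibitors lower polarization as less probe binds the enzyme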
PME-1 inh: PME-1 (human) inhibition | inhibition, % at 5.9 µM | AID 2130 | hit rate 0.53% among 320,000 | recombinant PME-1, FP-Rh probe fluorescence polarization | Q9Y570;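 active = inhibition above the campaign mean of all compounds plus 3 SD, cut at about 26% in these data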;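 note: competitive labeling of PME-1 active site by serine hydrolase directed probe; 0% = PME-1 with DMSO and 100% = wells lacking PME-1 enzyme; inhibitors block probe labeling so polarization falls and inhibition rises; many of its hits are not listed in these tables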
Target sequence (Q9Y570 whole entry, looked up): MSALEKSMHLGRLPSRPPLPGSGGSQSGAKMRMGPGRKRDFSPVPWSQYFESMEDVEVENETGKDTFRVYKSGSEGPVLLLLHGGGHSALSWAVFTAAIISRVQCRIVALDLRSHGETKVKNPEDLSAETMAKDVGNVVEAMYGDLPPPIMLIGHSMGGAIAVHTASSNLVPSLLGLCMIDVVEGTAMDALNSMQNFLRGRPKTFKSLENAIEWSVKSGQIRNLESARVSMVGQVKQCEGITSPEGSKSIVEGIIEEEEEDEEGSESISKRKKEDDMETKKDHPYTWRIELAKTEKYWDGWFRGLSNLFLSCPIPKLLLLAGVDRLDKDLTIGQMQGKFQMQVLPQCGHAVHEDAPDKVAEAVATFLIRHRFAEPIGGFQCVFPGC
PAFAH1B3 inh: PAFAH1B3 (human) inhibition; recombinant PAFAH1B3, FP-rhodamine probe, fluorescence polarization; inhibition, % at 3.39 µM; hit rate 0.28% among 340,000;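 active = inhibition above the screen-wide average of all tested compounds plus 3 SD, cut at about 25% in these data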;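 note: 0% = enzyme with DMSO only and 100% = wells lacking PAFAH1B3 protein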
Starred values were filed as active, the others as inactive; x = no result given. Not all compounds are listed; count on the stated rates, not on these rows.

Molecule | PAD4 inh | PAFAH1B2 FP inh | pPAFAH inh | GSTO1 inh | PAFAH2 inh | LYPLA1 counter | Fam108B inh | PME-1 inh | PAFAH1B3 inh
COCCn1c(N)c(Sc2ccc(C)cc2)c(=O)[nH]c1=O | -1 | 0 | 0 | -1 | 3 | 6 | -3 | -5 | 0
COc1ccc(OC)c2sc(N3CCN(C(=O)c4ccc5ncsc5c4)CC3)nc12 | 1 | 0 | 0 | -1 | 3 | 2 | 4 | 5 | 4
C(=N\n1cnnc1)/c1cccc(OCCOc2ccccc2)c1 | -4 | 28* | 1 | -1 | 4 | 5 | 2 | -4 | 3
CC(NC(=O)/C(C#N)=C/c1cccs1)c1ccccc1 (centres undefined) | 0 | 9 | 1 | 0 | 2 | 0 | 1 | 2 | 3
Cc1cc(NC(=O)Cc2ccccc2[N+](=O)[O-])no1 | -2 | 4 | 4 | -2 | 7 | 5 | 5 | 1 | 3
Cc1cc(Cl)cc(C)c1OCC(=O)N1CCN(c2ncccn2)CC1 | 1 | 0 | 6 | x | 8 | 0 | x | 15 | -2
CC(C)OCCCNC(=O)C1CC(=O)N(C2CCCCCCC2)C1 (centres undefined) | 10 | 8 | 5 | 6 | 6 | 0 | -2 | 9 | 2
Cc1ccsc1C(=O)OCC(=O)c1cc2ccccc2o1 | -4 | 0 | 8 | 1 | 28 | -8 | -1 | 0 | 8
COc1ccc(C(=O)OCC(=O)N2C(C)CCCC2C)cc1[N+](=O)[O-] (centres undefined) | -1 | 8 | 3 | -2 | 18 | 3 | -4 | 0 | 1
COc1ccc(CN2C(=O)c3cccnc3C2=O)cc1S(=O)(=O)NCc1ccc(C)cc1 | 0 | 1 | 4 | 3 | -2 | -4 | -1 | -1 | 5
Cc1cccc(NC(=S)NNC(=O)c2ccc3c(c2)OCO3)c1 | -3 | 1 | 5 | 8 | -4 | 5 | 0 | -2 | 5
O=C(Nc1ccc(N2CCCCC2)c(Cl)c1)c1ncn[nH]1 | 1 | 10 | 3 | 15 | 0 | 0 | -5 | -4 | 0
O=C(Nc1cc2c(cc1Br)OCCO2)c1ccco1 | 5 | 3 | 1 | 5 | -8 | 2 | 1 | 13 | 3
Clc1ccccc1OCCCCn1ccnc1 | 1 | 1 | -3 | 2 | 8 | -7 | -5 | -2 | -2
COc1ccc(Cn2c(=N)c(C(=O)NC3CCCCC3)cc3c(=O)n4ccccc4nc32)cc1 | -8 | 6 | -1 | 1 | -2 | -1 | 1 | 3 | 10
CCCCNC(=O)C(=O)N/N=C/c1ccc(OCC(=O)Nc2cccc(OC)c2)c(OC)c1 | 1 | -1 | 2 | 2 | -3 | -3 | -11 | -5 | 4
O=C(N/N=C/c1ccc(F)cc1)c1ccc(Br)cc1 | -1 | 3 | 7 | 6 | -2 | -6 | -4 | 2 | 0
COC(=O)CSc1nc2[nH]ncc2c(=O)[nH]1 | -4 | 0 | 6 | 1 | 0 | 0 | -2 | 1 | 9
COCC(=O)OCC(=O)Nc1cc(C(C)(C)C)nn1-c1ccccc1 | 2 | 2 | 4 | 1 | 1 | -3 | -1 | -10 | -2
O=C(/C=C/c1ccccc1)NC(NC(=S)Nc1cccc(Cl)c1)C(Cl)(Cl)Cl (centres undefined) | 1 | -7 | -28 | -8 | -26 | -21 | -27 | -24 | 5

Additional results follow.
Molecule | PAD4 inh | PAFAH1B2 FP inh | pPAFAH inh | GSTO1 inh | PAFAH2 inh | LYPLA1 counter | Fam108B inh | PME-1 inh | PAFAH1B3 inh
Cc1cccc(N2CCN(S(=O)(=O)c3cccs3)CC2)c1C | 2 | 4 | 2 | 0 | 1 | -6 | -3 | 4 | -1
O=C(CN(Cc1ccco1)C(=O)CNS(=O)(=O)c1ccccc1)NCc1ccccc1 | 3 | -2 | 6 | 5 | 23 | -2 | -3 | 3 | 7
Cc1cc(C)c(C(=O)COC(=O)c2cccc(S(=O)(=O)NCc3ccccc3)c2)cc1C | 6 | -5 | -7 | -10 | -10 | -25 | -21 | -31 | -21
CCCCn1cnc2cc(NCc3cccc(OC)c3O)ccc21 | 1 | 4 | 6 | 26 | -4 | 8 | 1 | 9 | 4
Cc1cccc(C(=O)OC(C)C(=O)NC2CCCc3ccccc32)c1O (centres undefined) | -4 | -3 | -2 | 0 | -3 | -1 | -2 | -8 | 12
Cc1ccccc1-c1nc(SCc2ccccn2)c2c(=O)n(C)c(=O)n(C)c2n1 | 4 | 1 | 3 | 25 | -1 | 1 | 1 | -2 | 7
COc1ccc(NC2=C(C(C)=O)C(c3ccc(OC)c(OC)c3)C(C(C)=O)C(C)(O)C2)cc1 (centres undefined) | 0 | -6 | 2 | 5 | 7 | 3 | 3 | -2 | -1
CCCc1ccc(Oc2cc(C)nc(N3CCOCC3)n2)cc1 | 3 | 2 | 20 | 5 | 1 | -2 | 2 | 1 | 9
COc1ccccc1NS(=O)(=O)c1ccc(O)c(C(=O)OCC(=O)N2CCc3ccccc32)c1 | -2 | 10 | 20 | 0 | 45* | 0 | -19 | 1 | 1
CN(C)c1nc2ccccc2n(C)c1=O | -4 | 0 | -2 | 11 | 3 | 3 | -1 | -2 | 5
O=C(CSc1nc(O)c(Cc2ccccc2)c(=O)n1-c1ccccc1)N1CCOCC1 | -5 | 4 | 3 | 14 | 4 | -2 | 0 | -12 | 0
Cc1ccc(C(=O)O/N=C(\N)c2ccccn2)cc1C | 3 | 4 | 8 | 0 | 15 | -1 | -1 | 5 | 4
CS(=O)(=O)Nc1ccc(Cc2ccc(NS(C)(=O)=O)cc2)cc1 | 2 | 0 | 1 | 5 | -7 | 2 | -1 | -8 | 1
C=CCN(C(=O)c1csnn1)C(C(=O)NC(C)(C)C)c1ccncc1 (centres undefined) | -1 | 2 | 4 | 1 | -4 | 2 | 3 | -3 | 1
O=C(/C=C/c1c(Cl)nc2ccccn12)N1CCN(c2ccc(F)cc2)CC1 | 2 | 1 | 4 | 0 | 7 | 1 | 4 | -4 | 5
COC(=O)C(c1ccccc1)N(Cc1cccc(CN(C(C(=O)OC)c2ccccc2)S(C)(=O)=O)c1)S(C)(=O)=O (centres undefined) | -8 | 0 | -4 | -5 | -7 | -2 | 5 | 11 | -5
COc1ccc(CCN2C(=O)C(O)=C(C(C)=O)C2c2ccccc2OC)cc1OC (centres undefined) | -9 | 1 | -1 | -5 | 8 | 1 | 0 | 4 | 7
O=C(c1cc2cc(Br)cc(Br)c2oc1=O)N1CCCC1 | 2 | 4 | 3 | -7 | -3 | -2 | -4 | 1 | 7
Cc1c(C(=O)NCCC2=CCCCC2)oc2ccc(S(=O)(=O)N3CCOCC3)cc12 | -2 | 10 | 6 | -12 | -2 | 8 | -1 | 3 | 4
CCOC(=O)c1c(C)[nH]c(C(=O)CSc2ccccc2)c1C | -2 | 0 | 4 | -8 | 4 | -4 | 1 | -1 | 1

The list goes on.
Molecule | PAD4 inh | PAFAH1B2 FP inh | pPAFAH inh | GSTO1 inh | PAFAH2 inh | LYPLA1 counter | Fam108B inh | PME-1 inh | PAFAH1B3 inh
O=C1N/C(=C\c2nc3ccccc3s2)c2ccccc21 | -1 | x | 1 | 1 | x | -5 | -6 | 2 | x
O=C(CNS(=O)(=O)c1c(F)cc(F)cc1Br)OCC(=O)N1CCCC1=O | -2 | 4 | -1 | 6 | -10 | 0 | 7 | -2 | 2
COc1ccc(/C=C/C(=O)O)cc1S(=O)(=O)N1CCC(C)CC1 | 9 | 8 | 0 | 2 | 0 | 2 | 6 | 4 | -5
COc1ccc(-c2nc(-c3ccccc3)c(-c3cccs3)[nH]2)cc1OC | -3 | 7 | 14 | -4 | 4 | -3 | 10 | 7 | 10
Cc1ccsc1C(=O)Nc1nnc(-c2ccco2)o1 | -1 | 1 | 9 | -4 | -4 | -2 | 1 | 0 | -4
O=C1C(c2ccnc3ccccc23)=C(O)c2ccccc21 | -2 | 3 | 5 | -1 | 2 | 2 | 2 | -8 | 2
O=C(Oc1cccc2c(=O)[nH]ccc12)c1ccccc1 | 0 | 0 | -2 | 6 | 1 | 0 | 2 | -1 | 3
Cc1ccc(C(=O)OCC(=O)NC2CCCC2)cc1 | 0 | 5 | 22 | 1 | 82* | 1 | 0 | 1 | 0
Cc1ccc(-n2c(O)c(/C=N/NC(=O)C3COc4ccccc4O3)c3ccccc3c2=O)cc1 (centres undefined) | -5 | 6 | 15 | -21 | 10 | 0 | 6 | 12 | 13
CC(=O)Nc1ccc(NC(=O)C2CCCN2/C=C/C(=O)C(F)(F)F)cc1 (centres undefined) | 0 | 2 | 3 | -1 | 7 | 2 | 1 | -3 | 2
CC1(c2cccc(Br)c2)NC(=O)N(CC(=O)N2CCc3ccccc32)C1=O (centres undefined) | -3 | -4 | -1 | x | -7 | -5 | x | 4 | 1
CCOC(=O)C1CCCN(S(=O)(=O)c2cc(Br)cc3c2N(C(C)=O)CC3)C1 (centres undefined) | -2 | 6 | -1 | 5 | -4 | 1 | 3 | 1 | 3
CC(=O)NC(Cc1cc(C)ccc1C)C(=O)N1CCN(C(=O)Nc2ccc(C(C)=O)cc2)CC1 (centres undefined) | 2 | 8 | 4 | 2 | 6 | -4 | -1 | -2 | 2
CCC(C)(C)n1nnnc1C(c1ccc(C)cc1)N1CCSCC1 (centres undefined) | -1 | 4 | 7 | -11 | 6 | 2 | -4 | -8 | 0

Reformatted with two lines to a compound: entries from further up
Every second line gives: PAD4 inh	PAFAH1B2 FP inh	pPAFAH inh	GSTO1 inh	PAFAH2 inh	LYPLA1 counter	Fam108B inh	PME-1 inh	PAFAH1B3 inh
O=C1N/C(=C\c2nc3ccccc3s2)c2ccccc21
  -1	x	1	1	x	-5	-6	2	x
O=C(CNS(=O)(=O)c1c(F)cc(F)cc1Br)OCC(=O)N1CCCC1=O
  -2	4	-1	6	-10	0	7	-2	2
COc1ccc(/C=C/C(=O)O)cc1S(=O)(=O)N1CCC(C)CC1
  9	8	0	2	0	2	6	4	-5
COc1ccc(-c2nc(-c3ccccc3)c(-c3cccs3)[nH]2)cc1OC
  -3	7	14	-4	4	-3	10	7	10
Cc1ccsc1C(=O)Nc1nnc(-c2ccco2)o1
  -1	1	9	-4	-4	-2	1	0	-4
O=C1C(c2ccnc3ccccc23)=C(O)c2ccccc21
  -2	3	5	-1	2	2	2	-8	2
O=C(Oc1cccc2c(=O)[nH]ccc12)c1ccccc1
  0	0	-2	6	1	0	2	-1	3
Cc1ccc(C(=O)OCC(=O)NC2CCCC2)cc1
  0	5	22	1	82*	1	0	1	0
Cc1ccc(-n2c(O)c(/C=N/NC(=O)C3COc4ccccc4O3)c3ccccc3c2=O)cc1 (centres undefined)
  -5	6	15	-21	10	0	6	12	13
CC(=O)Nc1ccc(NC(=O)C2CCCN2/C=C/C(=O)C(F)(F)F)cc1 (centres undefined)
  0	2	3	-1	7	2	1	-3	2
CC1(c2cccc(Br)c2)NC(=O)N(CC(=O)N2CCc3ccccc32)C1=O (centres undefined)
  -3	-4	-1	x	-7	-5	x	4	1
CCOC(=O)C1CCCN(S(=O)(=O)c2cc(Br)cc3c2N(C(C)=O)CC3)C1 (centres undefined)
  -2	6	-1	5	-4	1	3	1	3
CC(=O)NC(Cc1cc(C)ccc1C)C(=O)N1CCN(C(=O)Nc2ccc(C(C)=O)cc2)CC1 (centres undefined)
  2	8	4	2	6	-4	-1	-2	2
CCC(C)(C)n1nnnc1C(c1ccc(C)cc1)N1CCSCC1 (centres undefined)
  -1	4	7	-11	6	2	-4	-8	0
